# HSP90 inh: HSP90 inhibitors, primary screen, cell lysate, luminescence | inhibition, % at 5.6 µM | 290,000 tested, 0.91% active | Heat shock protein HSP 90 (rabbit reticulocyte lysate; luciferase refolding) | Rabbit reticulocyte lysate, luciferase refolding luminescence, 3 h;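 active = inhibition above the screen-wide mean plus 3 SD, computed separately per campaign, cut at about 16% in these data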;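 note: 0% = DMSO wells and 100% = 60 µM geldanamycin wells; inhibitors lower the luminescence because luciferase stays unfolded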
# GSK3B inh: human GSK3beta kinase inhibitors, primary screen, biochemical, cell-free homogeneous, HTS. 300,000 tested, 0.038% active. AID 2097, 2009. Glycogen synthase kinase-3 beta (Homo sapiens), P49841. GST-GSK3beta kinase, ADP-Glo luminescence, 60 min; hits give low values. activity score (negative = inhibition), % at 10 µM;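 active = more than half of replicate wells score below -50%, meaning over 50% inhibition versus plate controls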;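 note: 0% = median DMSO wells and -100% = median GW8510 positive control wells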
# Target sequence (P49841 whole entry, looked up): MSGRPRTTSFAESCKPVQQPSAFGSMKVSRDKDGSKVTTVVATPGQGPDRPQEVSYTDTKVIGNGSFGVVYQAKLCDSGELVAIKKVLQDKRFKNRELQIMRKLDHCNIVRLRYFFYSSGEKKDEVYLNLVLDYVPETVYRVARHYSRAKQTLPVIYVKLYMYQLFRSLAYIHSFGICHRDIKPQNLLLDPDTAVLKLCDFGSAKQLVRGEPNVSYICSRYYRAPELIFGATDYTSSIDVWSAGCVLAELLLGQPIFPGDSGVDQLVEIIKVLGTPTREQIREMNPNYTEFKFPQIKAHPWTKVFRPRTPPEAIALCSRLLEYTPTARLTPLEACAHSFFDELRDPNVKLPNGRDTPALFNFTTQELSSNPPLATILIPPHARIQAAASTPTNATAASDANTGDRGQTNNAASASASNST
#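 Assay system: GST-tagged human GSK3beta kinase, cell-free; Input: 1.6 ng GSK3beta; Medium: Tris/MgCl2 kinase buffer; Timing: 60 min enzyme reaction, room temperature; Signal: ADP-Glo luminescence quantifying ADP generated by kinase; Evaluation: score relative to plate controls; Benchmarks: DMSO neutral wells and GW8510 at 20 µM as positive.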
# HSF1 inh: HSF1 inhibitors in luciferase reporter cells, primary screen, cell-based, NIH3T3, luminescence; NIH3T3-HGL HSE-luciferase, MG132-induced, luminescence 8 h; hits give low values; activity change, negative = inhibition, % at 7.5 µM (by protocol); 300,000 tested, 0.77% active; AID 2098, 2009;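 active = more than half of replicate wells show activity change below -50%, luminescence cut by over half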;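 note: luciferase reports HSF-1 transcriptional activity via heat shock element; 0% = median of DMSO wells and -100% = zero luminescence signal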
# KLF5 inh: KLF5 expression inhibitors, primary screen, DLD-1 cells, luminescence; 290,000 tested, 0.23% active; inhibition, % at 5 µM; AID 1700, 2009; DLD-1 KLF5 promoter-luciferase reporter;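 active = inhibition above a per-plate limit of that plate's mean compound inhibition plus 3 SD, cut at about 60% in these data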;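 note: 0% = DMSO wells and 100% = LY294002 at 200 µM; higher means less KLF5 promoter-driven luciferase light; inactives centre near -14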
# Dyrk1A ADPGlo: rat Dyrk1A kinase inhibitors, primary screen, biochemical, single point, plate reader | ADP-Glo luminescence, NFATc1 peptide | inhibition, % at 12.5 µM | 310,000 tested, 0.43% active | AID 504441, 2011; in the data active = inhibition above about 50%;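 note: plate controls were vehicle with enzyme for no effect and no enzyme for full effect; many of its hits are not listed in these tables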
# IEC-6 tox: cytotoxicity in IEC-6 intestinal epithelial cells, primary screen, cytotoxicity control for KLF5 inhibitor project, cell-based, luminescence | AID 1825, 2009 | IEC-6 cytotoxicity, luminescence viability | 290,000 tested, 0.78% active | inhibition, % at 5 µM; in the data active = inhibition above about 22%;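 note: 0% = plate median of test compound wells and 100% = cytotoxic reference compound wells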
# aSyn UTR inh: MLPCN primary screen, SNCA 5' untranslated region | alpha-synuclein 5'UTR reporter, inhibitor activity | inhibition, % (tested at 7.5 µM) | 300,000 tested, 0.82% active | AID 1813, 2009; in the data active = inhibition above about 60%;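 note: H4 neuroglioblastoma cells stably carrying SNCA 5'UTR luciferase fusion; 0% = DMSO wells and 100% = positive control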
# HSF1 activator: HSF-1 activators, primary screen, NIH3T3-HGL cells, MG132 stress, luminescence, single point | NIH3T3-HGL HSF-1 luciferase reporter, 8 h; 100% = twice DMSO control signal | activation, % at 9 µM | 300,000 tested, 1.7% active;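 active = mean replicate activation of at least 50% with a set share of replicates each reaching 50%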;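 note: 0% = median of the neutral control wells and 100% = twice that signal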
# GSK3A inh: blockers of GSK3A enzyme activity – biochemical, luminescence, cell-free homogeneous, HTS, primary screen | Glycogen synthase kinase-3 alpha (Homo sapiens), P49840 | GSK-3 alpha kinase, ADP-Glo luminescence, 60 min | inhibition, % at 10 µM | 320,000 tested, 0.1% active;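 in the data active = inhibition above about 50%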;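 note: GST-tagged GSK-3 alpha with peptide substrate and 25 µM ATP; 0% = DMSO neutral wells and 100% = GW8510 positive control wells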
# Target sequence (P49840 whole entry, looked up): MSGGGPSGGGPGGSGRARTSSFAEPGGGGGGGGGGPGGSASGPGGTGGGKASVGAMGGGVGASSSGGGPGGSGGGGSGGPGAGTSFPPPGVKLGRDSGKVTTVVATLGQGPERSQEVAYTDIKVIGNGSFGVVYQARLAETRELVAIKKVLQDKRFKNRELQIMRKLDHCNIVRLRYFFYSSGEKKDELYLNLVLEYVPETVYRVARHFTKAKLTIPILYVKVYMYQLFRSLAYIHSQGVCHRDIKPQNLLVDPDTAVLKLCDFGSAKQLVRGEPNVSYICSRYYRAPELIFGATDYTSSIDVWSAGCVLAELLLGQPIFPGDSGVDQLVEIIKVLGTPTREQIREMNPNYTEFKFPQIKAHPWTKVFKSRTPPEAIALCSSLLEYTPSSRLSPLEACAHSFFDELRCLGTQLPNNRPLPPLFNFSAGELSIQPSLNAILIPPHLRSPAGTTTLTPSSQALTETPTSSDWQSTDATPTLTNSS
# Platelet DG rel: inhibitors of platelet dense granule secretion, primary screen, cell-based, MLPCN, human platelets; human platelet-rich plasma, SFLLRN dense granule ATP release, luminescence; inhibition, %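 (compounds screened at 7.5 µM in platelet-rich plasma)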; 300,000 tested, 0.22% active; AID 1663, 2009;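 active = mean replicate score, as percent of positive control, at or above 50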
# Numbers without * were called inactive; . = no result given. Not all compounds are listed. The share of hits here may be higher or lower than overall.
SMILES,HSP90 inh,GSK3B inh,HSF1 inh,KLF5 inh,Dyrk1A ADPGlo,IEC-6 tox,aSyn UTR inh,HSF1 activator,GSK3A inh,Platelet DG rel
Cc1cccc(N2CCN(C(=O)CCCn3c(=O)[nH]c4ccsc4c3=O)CC2C)c1 (stereo not drawn),0,-2,11,-9,-4,0,8,5,-1,3
CCOC(=O)Nc1sc2nc(C)cc(C)c2c1-n1cccc1,0,1,.,-3,3,2,.,.,3,.
O=C(Cc1ccccc1)N1CCc2[nH]nc(-c3ccccc3)c2C1,3,-2,-1,-14,5,0,9,19,1,3
CSc1cc(-c2ccncc2)nc(-c2ccc(Cl)cc2)c1,1,0,-1,-14,0,-1,33,1,-1,0
Cc1ccc(NC(=S)N(CCCN2CCCC2)Cc2cccn2Cc2ccc(Cl)cc2)cc1,3,1,5,-5,-1,5,-7,8,-3,0
Cc1nnc2n1NC(c1ccc(Cl)cc1)C(C(=O)N(C)C1CCCCC1)S2 (stereo not drawn),2,1,-1,-43,3,2,1,-2,-3,0
Cc1cc(C(=O)OCC(=O)N2C(C)CCCC2C)c(C)o1 (stereo not drawn),-2,3,-3,-43,2,4,-25,3,-1,5
CCC(C)NS(=O)(=O)c1ccc(OCC(=O)NCc2ccccn2)cc1 (stereo not drawn),-4,2,3,-20,0,1,17,3,0,-1
CN(Cc1ccccc1)C(=O)COc1cc(=O)n(C)c2ccccc12,-2,2,7,0,0,5,-42,-7,0,-3
O=C(CC(=O)Nc1ccccc1C(=O)O)NNC(=O)Cc1ccccc1,7,4,-1,-32,11,3,11,12,-1,14
COc1ccc(S(=O)(=O)N2CCN(C(=O)c3cccs3)CC2)cc1OC,.,-5,1,.,2,.,17,1,.,-4
Cc1nc(C(=O)N2CCCC(N3CCN(c4ccccc4C)CC3)C2)cs1 (stereo not drawn),1,4,-4,-6,4,-8,0,2,-2,-1
O=C(N/C(=C\c1cccc(Br)c1)C(=O)N1CCCCC1)c1ccco1,0,0,-10,-9,0,-4,14,-3,1,4
O=C1Nc2ccccc2N(O)N1c1cc(-c2cccc(Cl)c2)no1,-3,7,0,-12,4,-7,19,-2,-4,7
COc1ccc(CN2CCCC(C(=O)Nc3cccc(-n4cccn4)c3)C2)c(F)c1 (stereo not drawn),-3,1,5,-37,3,-3,16,-6,1,-1
CCS(=O)(=O)N1N=C(c2cccc(NS(C)(=O)=O)c2)CC1c1cccs1 (stereo not drawn),0,-2,2,-25,.,-1,-15,-4,3,-3
Cc1noc(C)c1-c1nc(CS(=O)(=O)c2ccc(F)cc2)no1,2,2,-6,16,.,0,-5,-1,-2,1
O=C(Nc1ccccc1)N(CCCN1CCOCC1)Cc1cccs1,1,0,3,-34,0,2,3,8,-1,7
COc1cccc(COCC(O)Cn2cnc3cc(C)c(C)cc32)c1 (stereo not drawn),5,0,0,-17,.,3,-1,3,0,4
COc1ccc(-c2noc(-c3ccoc3C)n2)cc1OC,-1,3,16,-91,.,1,-132,41,-1,16
S=C1NCCOCCNC(=S)NCCOCCOCCN1,-1,1,1,-15,-6,1,-19,-3,-1,-1
CCOc1ccc(NC(=O)[C@@H]2CCC(=O)N2C2OC(=O)c3ccccc32)cc1 (stereo partly drawn),-5,-6,1,-6,-3,0,14,12,-3,1
COC(=O)c1cccnc1NC(=S)NNC(=O)c1ccccc1,0,0,9,-78,.,-4,-34,9,-1,-6
COc1cc(C(=O)NCC(=O)N/N=C/c2cccc(OC(=O)c3ccco3)c2)cc(OC)c1OC,-1,2,7,-21,-26,1,-3,-1,0,8
O=C(/C=C/c1ccccc1Cl)NC1CCCCC1,2,-3,3,-122,.,1,-119,-19,-1,-1

# The list goes on.
SMILES,HSP90 inh,GSK3B inh,HSF1 inh,KLF5 inh,Dyrk1A ADPGlo,IEC-6 tox,aSyn UTR inh,HSF1 activator,GSK3A inh,Platelet DG rel
O=C(Nc1nnc(-c2ccco2)o1)C1CC1,-5,-1,5,-31,.,-6,-45,33,-3,-3
O=C(NC1(N2CCOCC2)CC1)c1ccc(Cl)cc1,0,2,-3,-20,0,1,-2,4,-2,7
C/C(=N\NC(=O)CN1CCOCC1)C(C)(C)C,-2,2,13,-24,-4,-3,24,2,-2,-13
CC(NC(=O)COC(=O)Cc1ccccc1[N+](=O)[O-])c1ccccc1 (stereo not drawn),1,1,-3,7,-5,2,-17,8,5,-9
COc1cc(NC(=O)c2ccc(C(C)(C)C)cc2)c(OC)cc1NC(=O)CN1CCCCC1,-1,4,10,-18,1,-5,-12,5,-5,-1
Cc1cc(C(=O)NN=C2C3CC4CC(C3)CC2C4)c2ccccc2n1,-2,.,0,7,1,7,18,-7,0,16
COc1ccccc1NC(=O)CSCC(N)=O,0,-4,2,-13,-5,0,17,5,-1,2
CCOC(=O)CSc1nnc(NC(=O)c2cccc(S(=O)(=O)N3CCCC3)c2)s1,5,-1,6,-10,-1,-11,4,9,0,0
CCC(C)Sc1nc2c(c(=O)[nH]c(=O)n2C)n1CC(O)COc1cccc2ccccc12 (stereo not drawn),0,1,-3,-4,2,-1,24,16,0,4
Cc1cccc(NC(=O)CN2C(=O)S/C(=C\c3cccn3-c3cccc(C(=O)O)c3)C2=O)c1,2,3,5,-29,3,-1,21,1,-1,0
CCOc1ccc(OCC)c(NC(=O)CN(C)S(=O)(=O)c2ccc3nc(C)sc3c2)c1,1,2,-4,-7,5,3,6,7,-1,-4
Fc1ccc(Nc2ccc3ccccc3n2)c(F)c1,34*,-5,0,14,2,11,60,-22,-1,26
CCn1c(SCc2ccc(C)cc2)nnc1-c1nn(-c2ccccc2)ccc1=O,0,4,-2,1,-8,-6,25,10,4,-14
Cc1nnc(SCC(=O)Nc2sccc2C(N)=O)n1Cc1ccccc1,-1,3,2,-7,-6,-9,-11,-7,-2,9
Cc1cc([N+](=O)[O-])ccc1NC(=O)CN1CCN(Cc2ccccc2)CC1,-1,2,3,-46,1,3,15,-1,-5,4
O=C(Cc1n[nH]c(=O)[nH]c1=O)N/N=C/c1cccc(O)c1,0,4,-1,-12,2,-4,-24,-8,-21,-3
CCC(C)N(C)C1CCN(C(=S)Nc2cccc(OC)c2)CC1 (stereo not drawn),0,3,-4,-8,3,1,3,-15,-1,4
O=C(CCNC(=O)c1ccco1)Nc1ccc(C(F)(F)F)cc1,-2,-4,-3,-9,-2,3,0,-13,1,2
COc1cc2c(=O)n(Cc3ccccc3)c(=O)n(CC(=O)NCC3CCCO3)c2cc1OC (stereo not drawn),2,0,-3,-33,0,-2,27,8,2,-5
CC(C)(C)c1ccc(S(=O)(=O)N2CCN(C3CCCC3)CC2)cc1,4,3,-9,-8,0,2,22,-22,1,1
Cc1ccc(OCC(=O)N(C)CC(=O)N(CC(C)C)c2c(N)n(CC(C)C)c(=O)[nH]c2=O)c(C)c1,.,1,-3,.,.,.,-1,-3,-3,1
CCC1Nc2ccccc2-c2nnc(SC)nc2O1 (stereo not drawn),-4,-11,-8,7,-3,-7,21,-2,2,25
Cc1ccc(S(=O)(=O)N2CC(O)CC2C(=O)NCc2ccc3c(c2)OCO3)cc1 (stereo not drawn),4,-2,-1,-3,-7,-6,8,-12,-1,13
Cc1oc(-c2cccc(C(F)(F)F)c2)nc1CN1CCC[C@H]1CO,-3,11,4,-37,-2,-5,27,20,-1,6
CC(NS(=O)(=O)c1ccc2[nH]c(=O)c(=O)[nH]c2c1)C(=O)O (stereo not drawn),-6,.,-5,7,.,-7,25,-2,-3,-1

# The listing continues.
SMILES,HSP90 inh,GSK3B inh,HSF1 inh,KLF5 inh,Dyrk1A ADPGlo,IEC-6 tox,aSyn UTR inh,HSF1 activator,GSK3A inh,Platelet DG rel
CCOC(=O)c1c(C)[nH]c(C(=O)COC(=O)c2oc3ccccc3c2C)c1C,-6,-2,-3,-24,2,2,-16,8,-1,1
O=C(CSCc1ccc(F)cc1)NCc1ccc(F)cc1,6,3,3,-18,-5,-1,-13,0,-2,19
CCC(=O)Nc1nc2c(c(=O)[nH]1)CCCC2,-2,1,-8,-37,2,2,-26,-9,1,15
CC(C)NC(=O)C1CCCN(S(=O)(=O)c2cccc3nonc23)C1 (stereo not drawn),4,-4,1,-21,0,0,17,-20,0,-18
COc1ccc(OC)c(NC(=O)CSc2nnc(CNC(=O)COc3ccc(Cl)cc3)o2)c1,1,2,5,-12,-1,-6,0,5,-5,1
O=c1[nH]c2ccc(S(=O)(=O)Nc3ccc(Cl)cc3)cc2o1,2,-4,4,-4,7,-2,2,-5,0,-1
CCOc1ccc(Nc2nc(N)nc(CSC(=S)N3CCOCC3)n2)cc1,2,3,-3,-98,-11,-3,-5,14,-1,-5
O=C(COc1ccc(Cl)cc1Cl)NC(=S)Nc1ccc(CN2CCOCC2)cc1,4,2,-3,-16,.,6,20,1,-13,-1
COc1ccc(Cl)cc1-n1c(C)ccc1C,-3,-28,3,-4,-2,-3,-58,-1,2,1
Cc1ccnc(N2CCCC(C(=O)Nc3cc(F)ccc3C)C2)n1 (stereo not drawn),1,1,10,-15,3,6,10,13,3,12
Cn1c(=O)c2cc(NC(=O)c3ccccc3Cl)c(=O)oc2n(C)c1=O,0,2,-3,-1,1,-8,0,0,12,-1
CC(/C=N/NC(=O)c1nnn(-c2nonc2N)c1C(C)C)=C\c1ccco1,5,-5,17,13,10,5,-62,13,2,-3
C[C@@]12C(=O)N(Cc3ccc(-c4ccccc4)cc3)CC(=O)N1[C@H](/C=C/c1ccccc1)[C@@H]1C(=O)N(c3ccccc3)C(=O)[C@@H]12,-1,3,6,-13,3,1,4,4,2,0
O=C(CSc1nnc(C2CC2)n1Cc1ccccc1)Nc1cccnc1Cl,1,1,-6,-28,2,-4,12,-1,-8,-2
Cc1nn(C(=O)c2cccs2)c(N)c1-c1ccccc1,-7,1,15,-124,1,-3,-125,26,-5,47
COc1ccccc1CN1C[C@@H]2C[C@@H](c3ccc4nsnc4c3)N3CCC[C@@]23C1=O,-1,-6,3,-28,-4,-8,-28,5,-1,-8
O=C(COc1ccc(/C=N/NC(=O)c2cc3ccccc3o2)cc1Br)Nc1ccccc1,-1,0,25,14,0,-1,116*,49,3,-3
CN(c1ccccc1)S(=O)(=O)c1ccc(Cl)c(C(=O)OCC(N)=O)c1,2,2,9,-10,-3,-1,6,6,-3,5

# Screens as filed in PubChem BioAssay.
